# Screening results (PubChem)
# RORgamma inh – inhibitors of mouse ROR gamma transcriptional activity | AID 2551 | P51450 | Potency, µM (highest dose often 53.6 µM), inactives show at the highest dose activity change, negative = inhibition, hits mostly inhibitors | 5.4% of 310,000 active | Drosophila S2 Gal4-RORgamma UAS-luciferase reporter, 20 h; further: potency means the concentration at half of the fitted maximal effect; on the % scale 0 is the no-effect control and ±100 the full control effect; nearly all actives have a fitted effect of over 60% in size
# Target sequence (P51450 whole entry, looked up, the tested form may be a part): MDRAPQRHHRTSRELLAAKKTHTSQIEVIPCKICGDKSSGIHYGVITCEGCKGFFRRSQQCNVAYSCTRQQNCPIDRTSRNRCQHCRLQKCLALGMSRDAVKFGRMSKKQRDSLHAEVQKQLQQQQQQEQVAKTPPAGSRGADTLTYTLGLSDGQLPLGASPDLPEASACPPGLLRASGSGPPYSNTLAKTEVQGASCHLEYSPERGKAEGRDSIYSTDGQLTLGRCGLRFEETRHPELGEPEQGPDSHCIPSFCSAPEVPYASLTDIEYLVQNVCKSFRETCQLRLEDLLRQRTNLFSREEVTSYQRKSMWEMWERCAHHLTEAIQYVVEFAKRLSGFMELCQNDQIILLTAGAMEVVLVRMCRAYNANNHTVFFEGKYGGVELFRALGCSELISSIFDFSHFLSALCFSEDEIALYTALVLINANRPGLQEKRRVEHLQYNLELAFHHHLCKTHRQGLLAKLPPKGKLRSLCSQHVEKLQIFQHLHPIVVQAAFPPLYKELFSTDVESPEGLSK
#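 Compounds are pin-transferred onto Drosophila Schneider cells expressing a copper-inducible Gal4–ROR gamma transactivation domain fusion. After 1 hr, copper sulfate is added to 700 uM final; luciferase is read 20 hr later.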
# VP16 counter – Gal4-VP16 reporter inhibition counter-screen. 3.5% of 310,000 active. Potency, µM (doses to about 53.6 µM), without a hit: top-dose activity, negative = inhibition, usual class: inhibitors. Drosophila S2 Gal4-VP16 UAS-luciferase, luminescence, 20 h;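 further: Gal4-VP16 expression switched on by copper sulfate through the metallothionein promoter; potency means the concentration at half of the fitted maximal effect; on the % scale 0 is the no-effect control and ±100 the full control effect; nearly all actives have a fitted effect of over 50% in size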
# FLuc modulator – firefly luciferase modulation, counter-screen for miR-21 project. Potency, µM (doses to about 57.5 µM), inactives show top-dose activity change, negative = inhibition, usual class: inhibitors. P08659. purified FLuc, Km substrates, luminescence inhibition. 6.9% of 360,000 active;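 further: potency means the concentration at half of the fitted maximal effect; plate controls were vehicle for no effect and reference inhibitor for full effect; nearly all actives have a fitted effect of over 55% in size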
# Target sequence (P08659 whole entry, looked up): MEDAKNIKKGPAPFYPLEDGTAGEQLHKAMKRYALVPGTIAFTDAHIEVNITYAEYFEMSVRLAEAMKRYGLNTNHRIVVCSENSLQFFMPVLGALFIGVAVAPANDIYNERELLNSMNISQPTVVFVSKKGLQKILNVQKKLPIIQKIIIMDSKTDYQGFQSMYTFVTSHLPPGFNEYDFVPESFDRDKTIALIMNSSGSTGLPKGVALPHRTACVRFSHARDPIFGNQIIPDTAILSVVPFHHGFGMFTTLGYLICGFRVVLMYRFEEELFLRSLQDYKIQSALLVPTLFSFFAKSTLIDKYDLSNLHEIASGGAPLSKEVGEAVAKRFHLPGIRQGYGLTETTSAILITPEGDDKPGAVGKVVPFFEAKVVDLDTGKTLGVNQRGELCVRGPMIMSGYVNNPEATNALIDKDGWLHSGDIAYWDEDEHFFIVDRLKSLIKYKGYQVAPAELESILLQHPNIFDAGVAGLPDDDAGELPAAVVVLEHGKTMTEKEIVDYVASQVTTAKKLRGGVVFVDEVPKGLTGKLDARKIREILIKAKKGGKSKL
#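 Purified P. pyralis luciferase (10nM final) with 10uM D-luciferin and 10uM ATP (Km levels) in 50mM Tris acetate pH 7.5, 10mM Mg acetate, 0.01% Tween-20, 0.05% BSA; qHTS 6-point titration, ~60 µM downward; luminescence read.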
# Rab9 promoter act – Rab9 promoter activation; AID 485297; Huh7 Rab9 promoter-luciferase reporter, luminescence, 24 h; Potency, µM (top dose mostly 9.22 µM), without a hit: top-dose activation, negative = inhibition, most hits filed as activators; 2.8% of 320,000 active; further: potency means the concentration at half of the fitted maximal effect; % of control where 0% means no effect; nearly all actives have a fitted effect of over 60% in size
#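 Huh7 cells stably carrying Rab9 promoter–luciferase reporter, plated 1500 cells/well, compound added after 2 h and incubated 24 h at 37 °C; luciferase luminescence then read after 10 min with detection reagent.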
# FBPA coupling cs – inhibits coupling enzyme system, counter-screen for aldolase hits. coupling enzyme system counterscreen, AmpLite Red fluorescence. activity change, negative = inhibition, % at 58.2 µM, hits read low. 0.67% of 290,000 active. AID 2472; in the data active means activity change below about -30%; further: on the % scale 0 is the no-effect control and ±100 the full control effect
#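 Coupling enzymes only (glyceraldehyde-3-phosphate) + compound, at 57.5 uM final, 10 min RT; add substrate/coupling/AmpLite Red mix, 20 min RT; fluorescence ex 525/em 598 nm. Actives flag coupling-system interference.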
# uPA surface inh – blocks generation of uPA at the cell surface; 0.31% of 330,000 active; Potency, µM (doses to about 38.3 µM), for inactives: at the top dose activity change, negative = inhibition, usual class: inhibitors; cell surface uPA generation assay, qHTS; active means well fitted inhibition curve with a large enough effect; inconclusive means small, poorly fitted or top-dose-only effect; inactive means no such curve, though single readings can be large or run the other way; tested in mouse RAW 264.7 cells; further: potency means the concentration at half of the fitted maximal effect; on the % scale 0 is the no-effect control and ±100 the full control effect; nearly all actives have a fitted effect of over 55% in size
# Tb PFK block – inhibitors of T. brucei phosphofructokinase; 0.17% of 330,000 active; O15648; Potency, µM (titrated, usually from 57.5 µM), inactives show at the top dose activity, negative = inhibition, most hits filed as inhibitors; T. brucei PFK, ADP-Glo luminescence;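 further: potency means the concentration at half of the fitted maximal effect; 0% = uninhibited 1x PFK enzyme wells and -100% = no-enzyme wells; nearly all actives have a fitted effect of over 60% in size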
#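 In TEA buffer at pH 8.0 with 5 mM MgCl2, enzyme (1.25 nM) converted F6P (0.5 mM) and ATP (0.1 mM) for 45 min at room temperature. ADP product was read by luciferase luminescence.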
# NPC1 promoter act – activators of NPC1 promoter; Huh7 NPC1 promoter luciferase reporter, 24 h; Potency, µM (top dose mostly 9.22 µM), for inactives: at the highest dose activation, actives largely listed as activators; 2.4% of 320,000 active; AID 485313;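 further: potency means the concentration at half of the fitted maximal effect; % of control where 0% means no effect; nearly all actives have a fitted effect of over 60% in size; reporter is driven by a mutant NPC1 promoter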
#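 Quantitative HTS used a cell-based reporter: Huh7 cells stably bearing the NPC1 promoter upstream of luciferase were treated with compounds for 24 h, and promoter activation was read as luminescence.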
# ELG1 genotoxic – genotoxicity induction in ELG1-luciferase HEK293T cells | HEK293T ELG1-luciferase reporter, luminescence, 16 h | Potency, µM (top dose mostly 46 µM), for inactives: top-dose activity change, positive = activation, usual class: activators | 1.3% of 330,000 active | AID 504466; further: potency means the concentration at half of the fitted maximal effect; % of control where 0% means no effect; nearly all actives have a fitted effect of over 60% in size
#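 Genotoxic stress is detected as increased luminescence from luciferase-tagged ELG1 in HEK293T cells, measured with ONE-Glo after a 16 hr treatment at 37 °C.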
# KCNH2 3.1 inh – inhibitors of human KCNH2 3.1 potassium channel isoform. AID 720553. 0.95% of 340,000 active. activity change, % (tested at about 1.8 µM). U2OS KCNH2 3.1, thallium flux FluxOr; stronger effect = lower value;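 active means maximum activity change below -70%; inconclusive means maximum activity change from -70% to -50%; inactive means maximum activity change above -50%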;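 further: thallium influx rate constant from kinetic fluorescence after stimulation buffer; on the % scale 0 is the no-effect control and ±100 the full control effect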
#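 Measured as rate of thallium-driven FluxOr signal in transduced U2OS cells carrying the 3.1 channel, read kinetically for 2 min upon stimulation; values are rate constants scaled to DMSO control wells.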
# Giardia kill – Giardia lamblia killing; Giardia lamblia trophozoite viability; activity change, % at 7.66 µM, hits read low; 0.15% of 340,000 active; in the data active means activity change below about -80%; inconclusive means between about -30% and that limit;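 further: parasites exposed to compound for two days anaerobically before the ATP read; on the % scale 0 is the no-effect control and ±100 the full control effect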
#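 Luminescent ATP signal served as the viability read-out, measured 15-30 min after adding ATP detection reagent to trophozoites that had been incubated with compounds for 48 hrs at 37 deg C anaerobically at 100 cells/well.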
# * hit, by the source's call; ? = inconclusive; / = not tested or not shown; & = joins results of further samples; [ ] = another dose, or the depositor's remark. Unless noted, the call rests on the fitted dose curve; in most records, active means well fitted curve in the direction sought with a large enough effect; inconclusive means small, poorly fitted or top-dose-only effect, or another doubt; inactive means no such curve, though single readings can be large; an effect the other way counts as inactive or inconclusive.
SMILES,RORgamma inh,VP16 counter,FLuc modulator,Rab9 promoter act,FBPA coupling cs,uPA surface inh,Tb PFK block,NPC1 promoter act,ELG1 genotoxic,KCNH2 3.1 inh,Giardia kill
O=S(=O)(Nc1cc(Cl)ccc1N1CCOCC1)c1ccccc1Cl,/,/,/,-2%,/,12%,-3%,0%,-1%,-26,-6
Cc1ccc(OC(C)C(=O)N=Nc2c(O)[nH]c3ccc([N+](=O)[O-])cc23)cc1 (centres undefined),?,?,1%,3%,0,?,-2%,-4%,-7%,3,14
CCn1cc(C(=O)NCCCN2CCC(C)CC2)c(=O)c2cc(S(=O)(=O)N3CCOCC3)ccc21,-8%,-5%,1%,0%,-1,1%,-1%,1%,5%,-9,4
Cc1ccnc(NC(=O)C(C)n2cc([N+](=O)[O-])cn2)c1 (centres undefined),31%,-7%,-4%,-1%,0,4%,-13%,-4%,-3%,3,-8
Cc1onc(-c2ccccc2Cl)c1C(=O)NCc1ccccc1,1%,9%,2%,-4%,5,2%,-1%,6%,-3%,-6,4
O=C(Nc1nc(-c2ccc(Oc3ccccc3)cc2)cs1)C1=COCCO1,44%,-17%,?,-1%,-4,-4%,1%,-5%,4%,3,-3
O=C1CNC(=O)/C(=C/c2cccs2)N1,21%,13%,-6%,10%,4,-3%,1%,8%,-6%,-1,-18
CC(C)c1nnc(NC(=O)CSc2ccccc2)s1,-28%,0%,1%,1%,1,2%,5%,3%,7%,-17,-16
Cn1c(SCC(=O)NCC2CCCO2)ncc(C(=O)Nc2ccc(F)cc2)c1=O (centres undefined),/,/,-18%,-5%,/,8%,-16%,1%,?,-9,17
Cn1nnnc1SCC(=O)N1CCCc2ccccc21,-12%,-13%,4%,2%,0,6%,0%,1%,-2%,-12,-19
Cc1ccc(N(CC(=O)NC2CCC(C)CC2)S(=O)(=O)c2cccnc2)cc1 (centres undefined),-14%,0%,2%,0%,-4,-2%,-6%,0%,3%,-2,0
O=c1c2ccccc2c2ccccc2c(=O)n1Cc1ccco1,7%,2%,-2%,13%,-5,2%,0%,0%,0%,-13,-6
COc1cccc(C2N(c3cccc(Cl)c3)C(=O)C3CCCN32)c1OC (centres undefined),?,-1%,7%,4%,-1,-11%,3%,9%,5%,8,1
CCCCn1c(=O)cc(O)c2ccccc21,3%,-5%,1%[2.3 µM],9%,1,/,-13%,-1%,-1%,-10,6
CC1CCN(C(=O)CN2C(=O)COc3ccc(Cl)cc32)CC1,6%,1%,5%,-2%,4,-4%,-3%,1%,0%,-6,17
Cc1ccnc(NC(c2ccccn2)c2c(C)[nH]c3ccccc23)c1 (centres undefined),0%,-12%,2%,-2%,0,1%,-8%,-1%,4%,12,-5
COc1cccc(OC)c1Oc1ccc(C(F)(F)F)cn1,3%,-11%,-1%,-7%,4,1%,0%,-3%,-16%,2,7
CCOC(=O)/C(C#N)=C1/C=C(C)c2ccccc2N1,-20%,-3%,-14%,?,-5,?,7%,-1%,1%,4,2
O=C(NCc1ccc2[nH]c3c(c2c1)CCCC3)c1ccc(S(=O)(=O)N2CCOCC2)cc1,?,7%,-1%,-5%,-1,16%,0%,1%,-2%,10,-20
CCCCNC(=O)c1onc(CSc2ccccc2CC)c1C(=O)O,-12%,-2%,-15%,0%,-5,-1%,-2%,7%,-5%,-9,19
Cc1ccc(NC(=O)CCSCCc2ccccn2)cc1,2%,-10%,3%&-6%,4%,-1,-2%,-1%,-5%,0%,12,-9
O=C(NNC(=S)NC(=O)c1ccccc1)c1ccc(O)cc1,?,?,3%,-2%,-3,4%,0%,-3%,-8%,-14,-8
COc1ccc(C2=NOC3(CC(=O)N(c4ccc(C)cc4)C3=O)C2)cc1 (centres undefined),4%,-12%,-22%,0%,-2,/,-6%,10%,5%,1,1
COc1ccc(CN(C)C(=O)c2cccc(NS(=O)(=O)c3ccccc3)c2)cc1F,0%,15%,-1%,0%,-1,-6%,-2%,0%,2%,6,-2
CC(=O)n1cc([C@@H]2C=C(C(=O)NCc3ccccc3)O[C@H](OCCCCO)C2)c2ccccc21,-2%,2%,-2%,-2%,-2,-1%,-1%,-4%,-1%,-21,2
# Next entries:
SMILES,RORgamma inh,VP16 counter,FLuc modulator,Rab9 promoter act,FBPA coupling cs,uPA surface inh,Tb PFK block,NPC1 promoter act,ELG1 genotoxic,KCNH2 3.1 inh,Giardia kill
CN(C)C(=O)c1nc(C#N)c(N(C)C)o1,-25%,5%,9%,5%,1,3%,0%,2%,5%,-1,14
O=C(COC(=O)c1ccc(F)cc1Cl)NCc1ccco1,/,/,?,-4%,/,1%,?,0%,4%,-9,2
COc1ccc(F)cc1S(=O)(=O)n1cc(C)nc1-c1ccccc1,3%,5%,-1%,1%,2,0%,1%,1%,0%,1,-13
O=C(O)c1ccc2c(c1)C(=O)N(CCc1ccc(O)cc1)C2=O,-3%,3%,2%,-2%,7,/,3%,0%,/,/,/
COc1ccccc1CN1CCN(Cc2ccc3ccccc3c2)CC1,-5%,-21%,2%,2%,0,1%,0%,-5%,-7%,-19,0
Cc1ccc(NC(=S)NC(NC(=O)N(C)C)C(Cl)(Cl)Cl)cc1 (centres undefined),1%,3%,-1%,-4%,0,-1%,9%,1%,0%,-2,-1
Clc1ccc(Cn2ncc3c(NCc4cccnc4)ncnc32)cc1,24%,?,0%,-11%,5,-5%,-27%,-2%,4%,-7,5
CC(NC(=O)CN(C)Cc1cccc(F)c1)c1ccccc1 (centres undefined),20%,-4%,?,5%,0,-4%,4%,-3%,-1%,-18,-13
Cc1ccc(NC(=O)NC(=O)N(C(C)C)S(=O)(=O)c2ccc(C)cc2)cc1,-4%,-7%,?,10%,-4,-4%,-6%,6%,10%,27,13
COc1cc(N)ccc1-c1cc2ccccc2oc1=O,28%,-4%,?,19%,0,-1%,0%,25%,8%,-22,-5
C[C@H]1COC(=O)[C@@H](NC(=O)OCC2c3ccccc3-c3ccccc32)C/C=C\C[C@H](CC(=O)NCCO)C(=O)N1,/,/,/,/,/,7%,0%,/,2%,-3,4
CCCNS(=O)(=O)c1cccn1-c1ncc(C(F)(F)F)cc1Cl,12%,-2%,-2%,1%,-1,3%,2%,-7%,-3%,31,22
CCN(CC)S(=O)(=O)c1ccc(OC)c(NC(=O)c2cc(C)on2)c1,6%,3%,2%,-2%,-1,-1%,-3%,0%,-4%,-12,-2
CCOC(=O)C1=C(C)C(c2ccccc2)NC(=S)N1 (centres undefined),7.1µM*,?,-3%,-22%,5,/,4%,-7%,-5%,-16,15
O=C(COc1cc(Cl)c(Cl)cc1Cl)NCCc1ccccn1,6%,5%,-3%,-32%[inhibitor],0,9%,3%,-1%,-3%,4,-1
COc1ccccc1N(CCOc1ccccc1)S(=O)(=O)c1ccccc1,/,/,/,/,/,1%,-3%,/,-3%,1,-7
CCOc1ccc(NC(=O)CN2C(=O)COc3ccc(S(=O)(=O)N4CCCCC4)cc32)cc1,5%,1%,?,0%,2,4%,4%,-1%,-1%[9.26 µM],-3,3
COc1ccccc1/C=C/c1nc(C#N)c(N(C)C)o1,19%,26%,7.6µM*,?,2,14%,-2%,?,21µM*,-2,10
CCOC(=O)c1c(C)[nH]c(C(=O)C(C)Sc2ccc(Cl)cc2)c1C (centres undefined),-3%,?,27µM*,?,/,-2%,-1%,14%,1%,-1,-1
CCn1c(C)nc2cc(C(=O)OC)ccc21,21%,1%,0%,12%,0,0%,5%,5%,8%,21,6
CC(C)C(c1nnnn1CCc1ccccc1)N1CCC(C(N)=O)CC1 (centres undefined),9%,-15%,-2%,-2%,2,4%,1%,-3%,0%,11,-6
N#Cc1c(Nc2ccccc2C(F)(F)F)s[nH]c1=O,14µM*,11µM*,-6%,8%,-1,-7%,2%,-10%,1%,12,13
FC(F)(F)c1cccc(NC(=S)Nc2ccc(Cl)c(Cl)c2)c1,?,?,-3%,0%,-7,2%,9.5µM*,0%,-1%,20,-1
CCNS(=O)(=O)c1ccc(NC(=O)Nc2cccc(C(F)(F)F)c2)cc1,?,-3%,?,/,-4,/,/,/,/,0,0
COC(=O)CCCC1=CC2=C(c3ccccc3)C(=O)C(C)(OC(=O)C3CCCC3)C(=O)C2=CN1Cc1ccc(OC)cc1 (centres undefined),22%,-3%,-2%,-5%,-8&2,10%,16%,-3%,0%,-2,5
CC1CCCC(C)N1/N=C/c1ccc(C(=O)O)cc1 (centres undefined),0%,5%,5%,-5%,1,2%,0%,0%,6%,-19,-10
Cc1nn(Cc2ccccc2)c(Cl)c1C(=O)OC1CCOC1=O (centres undefined),0%,-5%,3%,-6%,5,2%,7%,1%,2%,4,-1
Cc1ccccc1-n1c(-c2csc3ccccc23)n[nH]c1=S,1.1µM*,?,-18%,-4%,0,-3%,-10%,-4%,-1%,-13,3
